Runt-CBFb FRET: Runt domain-CBFb interaction inhibition; Cerulean-Runt/Venus-CBFb FRET ratio 530/480, 1 h; actives 0.46% (n = 220,000); AID 1496; Q01196+Q13951; inhibition, % at 20 µM;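 active = inhibition over about 50% at 20 µM in the single-dose screen, limit read from the data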;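 also: 0% = DMSO wells and 100% = excess unlabeled CBFb competitor control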
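Schedule: protein complex preformed 1 h, compound exposure 1 h, room temperature, dark; test system: Cerulean-labeled Runt domain protein; amount: 100 nM per protein; buffer or medium: Tris 50 mM pH 7.5, KCl, K2SO4, 0.01% BSA; read-out: loss of energy transfer signal; detection: FRET fluorescence; controls: 5 µM unlabeled CBFb as full-inhibition high control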
Runt-SMMHC FRET: Runt domain-CBFb-SMMHC interaction inhibition; Q01196+Q13951; Cerulean-Runt/Venus-CBFb-SMMHC FRET ratio 530/480, 1 h; inhibition, % at 20 µM; actives 0.74% (n = 220,000);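 active = mean inhibition across duplicate retests at 20 µM reaching about 50%, limit read from the data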;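 also: 0% = DMSO wells and 100% = wells with excess untagged CBFb-SMMHC; inhibitors lower the FRET ratio by blocking Runt binding to CBFb-SMMHC; some results filed as inactive read as strong as hits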
Hck Nef HTS: human Hck-Nef kinase inhibition; Recombinant Hck-YEEI plus Nef, Z-Lyte FRET kinase assay; actives 0.68% (n = 220,000); inhibition, % at 20 µM;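 active = Hck-Nef kinase inhibition above about 50%, limit read from the data; inactive = inhibition below that limit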;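 also: 0% = DMSO with Hck plus Nef and 100% = Hck alone without Nef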
Target sequence (P08631 whole entry, looked up): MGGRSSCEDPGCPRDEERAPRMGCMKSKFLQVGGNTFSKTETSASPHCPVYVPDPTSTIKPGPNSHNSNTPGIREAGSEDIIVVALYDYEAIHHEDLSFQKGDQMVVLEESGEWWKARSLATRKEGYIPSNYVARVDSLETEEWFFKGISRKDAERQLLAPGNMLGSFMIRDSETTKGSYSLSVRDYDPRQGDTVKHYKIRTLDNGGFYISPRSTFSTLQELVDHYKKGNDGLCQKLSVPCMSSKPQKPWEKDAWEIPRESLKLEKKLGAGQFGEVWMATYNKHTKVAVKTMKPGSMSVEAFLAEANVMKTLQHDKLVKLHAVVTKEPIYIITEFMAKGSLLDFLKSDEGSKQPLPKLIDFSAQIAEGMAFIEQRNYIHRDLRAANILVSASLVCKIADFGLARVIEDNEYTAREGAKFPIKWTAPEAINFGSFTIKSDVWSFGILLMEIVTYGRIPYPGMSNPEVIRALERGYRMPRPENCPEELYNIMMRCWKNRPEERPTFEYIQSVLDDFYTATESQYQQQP
TNF necrop inh: inhibitors of TNF-alpha induced necroptosis in Jurkat FADD-/- cells | AID 463075 | activation (protection from cell death), % at 10 µM | actives 0.068% (n = 220,000) | Jurkat FADD-/- TNF necroptosis rescue, ATP luminescence, 24 h; 0 = TNF only, 100 = no-TNF cells;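 active = activation, meaning protection from cell death, of at least 50% relative to plate controls; inactive = activation below 50%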;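 also: necroptosis triggered by 40 ng/mL TNF-alpha added together with compound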
EP2 mod: EP2 receptor (human) modulation; EP2-expressing cells, cAMP HTRF FRET, PGE2 co-stimulation; actives 0.83% (n = 260,000); induction, % at 25 µM; P43116;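 active = compounds whose cAMP rise, as percent of the full-agonist control response, exceeds 60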;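 also: rat C6 glioma line stably carrying human EP2 under a CMV promoter; the protocol text gives 20 µM as final concentration; 100% = response of wells given 1 µM PGE2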
Target sequence (P43116 whole entry, looked up): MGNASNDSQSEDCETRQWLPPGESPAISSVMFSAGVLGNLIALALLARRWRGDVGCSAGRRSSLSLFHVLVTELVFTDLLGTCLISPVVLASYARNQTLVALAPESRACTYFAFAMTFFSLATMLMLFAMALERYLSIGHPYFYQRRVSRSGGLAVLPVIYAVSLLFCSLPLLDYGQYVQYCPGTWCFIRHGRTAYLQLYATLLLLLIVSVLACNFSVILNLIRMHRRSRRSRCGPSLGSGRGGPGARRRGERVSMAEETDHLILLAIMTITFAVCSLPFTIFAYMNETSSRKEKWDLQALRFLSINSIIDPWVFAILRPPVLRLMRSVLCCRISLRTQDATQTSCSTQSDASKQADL
RBBP9 inhibitor: human RBBP9 hydrolase inhibition | O75884 | recombinant RBBP9, FP-Rh probe fluorescence polarization | inhibition, % at 7.94 µM | actives 0.2% (n = 220,000) | AID 1515;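 active = inhibition above the campaign mean of all tested compounds plus 3 SD, cut at about 14% in these data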;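 also: plate controls were DMSO wells with RBBP9 for no effect and wells lacking RBBP9 protein for full effect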
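System: RBBP9 protein | Quantity: 2.5 µM RBBP9 dispensing solution, before mixing | Reagent: FP-Rh probe, 375 nM dispensing solution | Timing: Enzyme-compound preincubation 30 min, then probe labeling 45 min, 25 °C | Measured by: Fluorescence polarization | Read-out: % inhibition | Replication: One well per compound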
PGE2 EP2 inh: inhibitors of human EP2 prostaglandin E2 receptor; P43116; C6 glioma cells expressing human EP2, cAMP TR-FRET; cells stimulated with saturating PGE2; inhibition, % at 25 µM; actives 0.52% (n = 260,000); AID 1422;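 active = percent inhibition above 40 after rounding to a whole number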;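 also: rat C6 glioma host cells with rolipram phosphodiesterase inhibitor present; the protocol text gives 20 µM as final concentration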
L929 necroptosis: blocks zVAD induced death of L929 cells | L929 zVAD necroptosis rescue, ATP luminescence, 24 h; with zVAD 60 µM | AID 1377 | viability rescue, % at 10 µM | actives 0.38% (n = 220,000);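 active = activation, scaled between plate controls, above about 75%, limit read from the data; inactive = activation under that limit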;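 also: 0% = zVAD with DMSO and 100% = DMSO alone without zVAD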
PERK inh: human PERK inhibition, primary cell-based screen | AID 1416 | CHO PERK-DD fusion, SEAP luminescence translation reporter | inhibition, % at 5.6 µM | actives 0.17% (n = 220,000) | Q9NZJ5;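 active = inhibition above the mean inhibition of all tested compounds plus 3 SD, set separately per screening campaign, cut at about 2.9% in these data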;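 also: PERK kinase domain activated by AP20187 dimerizer at 100 nM; 0% = DMSO with dimerizer and 100% = rapamycin at 8.4 µM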
Starred values were filed as active, the others as inactive; · = not tested or not shown. Only part of the results is shown; the hit share may differ from the screen's.

entry	molecule	Runt-CBFb FRET	Runt-SMMHC FRET	Hck Nef HTS	TNF necrop inh	EP2 mod
1	Cc1c(P(=S)(c2ccccc2)c2ccccc2)[n+]2ccccc2n1C	1	8	-10	0.6	5
2	CC1CCC(C(C)C)C(OC(=O)Cn2c(COc3ccccc3)[n+](C)c3ccccc32)C1 (stereo not drawn)	1	3	25	-25	-23
3	CC(NCc1ccccc1C(F)(F)F)C(O)c1ccccc1 (stereo not drawn)	-1	-4	20	1.4	-12
4	CCCC1COC(Cn2cncn2)(c2ccc(Cl)cc2Cl)O1 (stereo not drawn)	-1	-1	0	-1.1	17
5	CCCCC(=O)N/N=C/c1c(O)n(CCCC)c(=S)[nH]c1=O	2	0	-3	-2.0	-1
6	CN1CCN(Cc2ccc(Br)s2)CC1	1	2	-18	0.7	28
7	Cc1cc2c(C(F)(F)F)cc(=O)oc2c2c1NCCC2	-88	-21	-6	-5.7	13
8	COC(=O)C(O)(c1ccc(NC(=O)c2cccs2)cc1)C(F)(F)F (stereo not drawn)	-2	0	-6	0.1	-31
9	CC(C)[C@]12O[C@H]1[C@@H]1O[C@]13[C@]1(O[C@H]1C[C@H]1C4=C(CC[C@@]13C)C(=O)OC4)[C@@H]2O	0	0	·	·	·
10	Cc1cccnc1-n1c(C)nc2ccccc2c1=O	1	-2	0	0.0	2

entry	RBBP9 inhibitor	PGE2 EP2 inh	L929 necroptosis	PERK inh
1	1	16	1.6	0.4
2	-7	13	15	-1.0
3	-7	3	-0.4	0.5
4	-3	4	0.0	-0.2
5	-9	6	1.1	0.9
6	1	3	0.4	0.2
7	-4	0	0.0	0.8
8	-2	15	0.9	-1.5
9	-6	10	·	0.9
10	1	10	0.8	-0.3

Gathered by group, the compounds so far with sulfur
entry	molecule	Runt-CBFb FRET	Runt-SMMHC FRET	Hck Nef HTS	TNF necrop inh	EP2 mod
1	Cc1c(P(=S)(c2ccccc2)c2ccccc2)[n+]2ccccc2n1C	1	8	-10	0.6	5
5	CCCCC(=O)N/N=C/c1c(O)n(CCCC)c(=S)[nH]c1=O	2	0	-3	-2.0	-1
6	CN1CCN(Cc2ccc(Br)s2)CC1	1	2	-18	0.7	28
8	COC(=O)C(O)(c1ccc(NC(=O)c2cccs2)cc1)C(F)(F)F (stereo not drawn)	-2	0	-6	0.1	-31

entry	RBBP9 inhibitor	PGE2 EP2 inh	L929 necroptosis	PERK inh
1	1	16	1.6	0.4
5	-9	6	1.1	0.9
6	1	3	0.4	0.2
8	-2	15	0.9	-1.5

(listing goes on)
entry	molecule	Runt-CBFb FRET	Runt-SMMHC FRET	Hck Nef HTS	TNF necrop inh	EP2 mod
11	CC1CN=C(NC(C)c2ccccc2)S1 (stereo not drawn)	-3	-9	-1	1.3	-17
12	CC(C)c1ccc(-n2c(O)c(/C=N/NC(=O)c3ccccc3O)c(=O)[nH]c2=S)cc1	21	59*	7	-0.1	3
13	CCN1C(=O)C(=Cc2ccc(N3CCOCC3)o2)C(=O)N(CC)C1=S	-28	-58	10	-4.2	-2
14	CC(C)Sc1nnc([C@@H](N)Cc2ccccc2)o1	1	-8	1	-0.4	-4
15	Cc1cc(C)cc(NC2=NCCCS2)c1	1	2	3	1.8	-34
16	CCC(=O)OC1(Cc2ccc(CC)cc2)CC(C)N(C)CC1C (stereo not drawn)	0	-3	14	-0.5	-23
17	COc1ccccc1Sc1ccccc1CC(C)N (stereo not drawn)	0	-3	2	3.9	5
18	COC(=O)N(c1ccccc1)P1(=S)OCCO1	12	-1	0	0.6	7
19	O=c1cccc2n1C[C@H]1C[C@@H]2CN2CCCC[C@@H]12	1	0	20	0.7	21
20	CN1C(=O)/C(=C/c2cccn2-c2ccc3ccccc3c2)C(=O)NC1=S	23	11	22	-14	-21

entry	RBBP9 inhibitor	PGE2 EP2 inh	L929 necroptosis	PERK inh
11	-7	12	1.0	0.8
12	-3	4	0.2	0.0
13	-10	10	1.3	2.1
14	4	3	0.3	0.7
15	7	3	1.3	0.3
16	-6	10	-0.7	-1.6
17	-1	7	-0.3	0.0
18	-5	7	1.5	0.6
19	3	3	0.3	0.8
20	0	16	-1.1	1.5

Later entries
entry	molecule	Runt-CBFb FRET	Runt-SMMHC FRET	Hck Nef HTS	TNF necrop inh	EP2 mod
21	O=P(O)(O)C12CC3CC(CC(C3)C1)C2	-1	4	2	-1.3	6
22	Nc1c(C(=O)NCCCc2ccccc2)c2nc3ccccc3nc2n1Cc1cccs1	5	25	7	2.5	7
23	CC(=O)N1N=C(c2c(O)n(C)c(=O)n(C)c2=O)CC1c1ccccc1 (stereo not drawn)	-2	6	7	-7.3	-13
24	Cc1ccc(-n2cc(CNC(C)Cc3cnccn3)c(-c3cccc(C)c3)n2)cc1 (stereo not drawn)	1	-7	-1	2.5	-24
25	O=C(CN1C2CCC1CC(O)(c1cccnc1)C2)Nc1ccc2c(c1)OCO2 (stereo not drawn)	-2	1	-1	0.2	-2
26	COC(=O)c1ccc(N=C(c2ccccc2)c2c(O)n(C)c(=O)n(C)c2=O)cc1	5	2	13	-0.6	9
27	COC(=O)c1ccc(COc2cc(C)cc3oc(=O)c4c(c23)CCCC4)o1	-4	0	0	0.8	18
28	O=C(c1cc(-c2ccccc2)on1)N1CCC2(CC1)OCCO2	-2	0	5	-0.5	8
29	O=c1[nH]c(=S)[nH]c(O)c1N=Nc1ccc2c(c1)OCO2	-12	-16	3	-4.5	16
30	CN1C(=O)NC(=O)/C(=C/c2ccc(C(=O)O)cc2)C1=O	-4	0	14	1.9	4

entry	RBBP9 inhibitor	PGE2 EP2 inh	L929 necroptosis	PERK inh
21	2	20	0.1	1.2
22	-4	4	1.6	0.1
23	-4	18	0.8	0.8
24	-4	4	1.7	1.1
25	3	7	-0.3	0.0
26	3	9	0.5	0.9
27	-4	12	0.2	-0.9
28	-11	3	0.0	0.7
29	-3	5	-0.4	0.6
30	-11	7	0.4	-0.2

Down the list, quoted from above:
Nos. 21 to 28 in L929 necroptosis: 0.1, 1.6, 0.8, 1.7, -0.3, 0.5, 0.2, 0.0
Nos. 21 to 28 in RBBP9 inhibitor: 2, -4, -4, -4, 3, 3, -4, -11

Following part
entry	molecule	Runt-CBFb FRET	Runt-SMMHC FRET	Hck Nef HTS	TNF necrop inh	EP2 mod
31	Cc1cc(CN(C)C)c(OC(=O)N(C)C)cc1C	0	12	1	0.7	17
32	O=C(c1cc(F)ccc1F)C1CCCN(CCCc2ccccc2)C1 (stereo not drawn)	1	1	6	0.5	-20
33	COc1cc(/C=C(/C)[N+](=O)[O-])ccc1OCc1ccccc1Cl	6	9	19	-2.8	-47
34	CCN(CC)c1ccc(/C=N/c2sc3c(c2C#N)C2CCN3CC2)c(O)c1	-66	-201	-2	3.1	-42
35	Cc1ccc(OP(=O)(NC(C)c2ccccc2)Oc2ccc(C)cc2)cc1 (stereo not drawn)	-5	-7	18	-0.6	50
36	CCN1CCN(Cc2cc(Br)cc(OC)c2O)CC1	2	-3	6	-1.5	0
37	Cc1ccccc1-n1c(-c2ccc([N+](=O)[O-])cc2)nc2ccccc2c1=O	1	5	0	2.0	37
38	CCC1(C(=O)c2ccccc2)C2c3ccccc3OC(=O)C21C(C)=O (stereo not drawn)	1	1	14	0.4	6
39	CCC(=NCCC1=CCCCC1)c1c(O)[nH]c(=O)[nH]c1=O	0	1	2	-11	16
40	CCOC(=O)C1CCN(/C=C2/C(=O)NC(=O)N(c3cccc(C)c3C)C2=O)CC1	2	-9	23	0.8	-35

entry	RBBP9 inhibitor	PGE2 EP2 inh	L929 necroptosis	PERK inh
31	-7	10	1.1	0.9
32	4	4	-0.5	0.2
33	-6	20	-0.8	-0.3
34	-5	7	59	0.8
35	-3	8	2.5	0.7
36	-6	6	0.3	0.4
37	6	2	0.2	-0.2
38	-4	7	0.7	0.0
39	4	22	0.5	-0.4
40	4	9	1.7	0.1

Random excerpt: 3 compounds from above, in no set order.
entry	molecule	Runt-CBFb FRET	Runt-SMMHC FRET	Hck Nef HTS	TNF necrop inh	EP2 mod
40	CCOC(=O)C1CCN(/C=C2/C(=O)NC(=O)N(c3cccc(C)c3C)C2=O)CC1	2	-9	23	0.8	-35
29	O=c1[nH]c(=S)[nH]c(O)c1N=Nc1ccc2c(c1)OCO2	-12	-16	3	-4.5	16
39	CCC(=NCCC1=CCCCC1)c1c(O)[nH]c(=O)[nH]c1=O	0	1	2	-11	16

entry	RBBP9 inhibitor	PGE2 EP2 inh	L929 necroptosis	PERK inh
40	4	9	1.7	0.1
29	-3	5	-0.4	0.6
39	4	22	0.5	-0.4

(more compounds)
entry	molecule	Runt-CBFb FRET	Runt-SMMHC FRET	Hck Nef HTS	TNF necrop inh	EP2 mod
41	Cc1nc(CCl)cc(=O)[nH]1	0	1	15	-2.4	9
42	CCOC(=O)c1c(C)c(C(=O)N2CCC3(CC2)OCCO3)c(C)n1CC	0	2	1	0.3	3
43	COc1ccc(-c2nc3ccccc3c(=O)o2)cc1	1	-1	19	-1.6	-2
44	Cc1ccc(C(=O)c2cc(Br)ccc2N)cc1	-2	2	3	-2.5	32

entry	RBBP9 inhibitor	PGE2 EP2 inh	L929 necroptosis	PERK inh
41	-6	2	-1.1	-0.9
42	-5	7	1.3	0.1
43	0	6	1.1	0.1
44	-6	3	-0.2	-0.2

Screens from PubChem.
